CHOP UPR activ: apoptotic UPR (CHOP) activation; activation, % at 10 µM; CHO-CHOP luciferase reporter, luminescence; percent of tunicamycin response over DMSO baseline; 330,000 compounds, 0.34% hits;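 active = at 10 µM dose, activation of 40% or more, normalized to positive control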;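 also: 100% = tunicamycin at 10 µg/mL and 0% = DMSO alone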
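System: CHO-CHOP luciferase reporter cell line; amount: 500 cells/well; buffer or medium: F12 medium containing 10% fetal bovine serum; incubation: 6 h compound exposure at 37 °C after overnight seeding; measured by: luciferase luminescence after 10 min with Steady-Glo reagent; evaluation: % reporter activation, DMSO baseline versus tunicamycin full activation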
APJ antag: blocks the human apelin receptor APJ; P35414; CHO-K1 APJ beta-arrestin complementation, luminescence; inhibition, % at 20 µM; 330,000 compounds, 0.32% hits; AID 2521;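 active = inhibition above about 40% at 20 µM, limit read from the data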;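 also: cells challenged with 10 nM apelin-13 agonist together with compound; plate controls were apelin-13 plus DMSO wells for no effect and DMSO wells lacking apelin-13 for full effect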
Target sequence (P35414 whole entry, looked up): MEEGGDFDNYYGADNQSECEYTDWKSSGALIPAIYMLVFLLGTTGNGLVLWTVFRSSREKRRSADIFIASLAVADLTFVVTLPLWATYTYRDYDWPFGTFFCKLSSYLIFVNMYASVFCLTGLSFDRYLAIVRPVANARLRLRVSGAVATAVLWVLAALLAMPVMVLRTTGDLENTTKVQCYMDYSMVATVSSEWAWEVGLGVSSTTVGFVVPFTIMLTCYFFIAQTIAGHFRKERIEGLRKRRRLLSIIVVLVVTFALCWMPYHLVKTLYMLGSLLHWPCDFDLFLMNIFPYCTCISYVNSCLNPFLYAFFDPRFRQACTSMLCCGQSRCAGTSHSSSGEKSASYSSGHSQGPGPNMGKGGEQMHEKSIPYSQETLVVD
XBP1 UPR activ: adaptive UPR (XBP1) activation | CHO-XBP1 luciferase reporter, IRE1-XBP1 UPR activation, luminescence; percent of tunicamycin response, DMSO as zero | activation, % at 20 µM | 330,000 compounds, 0.33% hits | AID 463104;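 active = versus positive control, 20 µM dose yields 30% or more activation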;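 also: 100% = tunicamycin at 10 µg/mL and 0% = DMSO only wells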
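Material: CHO cell line with stable XBP1 luciferase reporter; schedule: 16-18 h cell attachment at 37 °C, then 6 h compound exposure; signal: glow luminescence from Steady-Glo reagent; medium: serum-containing F12 medium, 10% FBS; benchmarks: tunicamycin 10 µg/mL and vehicle-only wells; read-out: percent activation relative to tunicamycin reference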
APJ agonist: agonists of human APJ apelin receptor. CHO-K1 APJ PathHunter beta-arrestin, luminescence; 0% DMSO wells, 100% apelin. 330,000 compounds, 0.11% hits. P35414. activation, % at 20 µM;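 active = activation more than six SD over the plate average, tested at 20 µM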;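 also: 0% = DMSO alone and 100% = apelin-13 at 10 nM; some results filed as inactive read as strong as hits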
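Test system: CHO-K1 APJ beta-arrestin complementation cell line | Compound: Single test compound dose, 20 µM final, 1% DMSO | Incubation: Compound 90 min 25 °C, reagent 1 h | Measured by: beta-gal luminescence | Read-out basis: APJ–arrestin association signal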
CXCR6 inh: inhibitors of human CXCR6 receptor | O00574 | CHO-K1 PathHunter CXCR6 beta-arrestin, luminescence | inhibition, % at 20 µM | 360,000 compounds, 0.36% hits; in the data active = inhibition above about 34%, passing the limit was not always enough;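 also: antagonist mode with CXCL16 agonist at 10 nM final; 0% = 10 nM CXCL16 with DMSO and 100% = unstimulated wells without agonist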
Target sequence (O00574 whole entry, looked up): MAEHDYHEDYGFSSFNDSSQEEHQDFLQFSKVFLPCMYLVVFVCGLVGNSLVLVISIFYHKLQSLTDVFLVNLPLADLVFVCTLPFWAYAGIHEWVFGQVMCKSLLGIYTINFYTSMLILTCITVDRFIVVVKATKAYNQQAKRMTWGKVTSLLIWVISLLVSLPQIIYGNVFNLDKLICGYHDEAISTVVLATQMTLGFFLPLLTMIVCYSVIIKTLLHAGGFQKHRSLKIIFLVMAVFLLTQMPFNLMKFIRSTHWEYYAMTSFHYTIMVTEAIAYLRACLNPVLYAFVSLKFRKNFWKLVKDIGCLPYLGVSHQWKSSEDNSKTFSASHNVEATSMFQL
tim23-1 inh: inhibits growth of tim23-1 mutant yeast | 330,000 compounds, 1.3% hits | S. cerevisiae tim23-1 growth, BacTiter-Glo luminescence, 24 h | inhibition, % at 20 µM | AID 463212;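 active = growth inhibition of the mutant yeast at or above 50%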;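 also: temperature-sensitive mutant grown at 25 °C; plate controls were DMSO-treated mutant yeast for no effect and medium wells lacking yeast for full effect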
CCR6 antagonist: CCR6 (human) receptor antagonism | AID 493098 | inhibition, % at 20 µM | CHO-K1 CCR6 PathHunter beta-arrestin, luminescence, CCL20-stimulated | 340,000 compounds, 0.49% hits;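 active = compounds whose inhibition of the agonist-driven luminescence signal at 20 µM reaches about 50%, limit read from the data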;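 also: cells stimulated with CCL20 at 14 nM final; plate controls were DMSO with CCL20 for no effect and DMSO without agonist for full effect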
EBI2 antag: blocks human EBI2 receptor beta-arrestin signaling. inhibition, % at 5 µM. AID 651636. 360,000 compounds, 0.81% hits. P32249. EBI2 beta-arrestin recruitment, luminescence, 7a,25-OHC stimulated; in the data active = inhibition above about 38%;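 also: enzyme fragment complementation signal reports receptor beta-arrestin coupling in cells; 0% = agonist plus DMSO wells and 100% = wells without agonist; some results beyond the cut were filed as inactive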
Target sequence (P32249 whole entry, looked up, the tested form may be a part): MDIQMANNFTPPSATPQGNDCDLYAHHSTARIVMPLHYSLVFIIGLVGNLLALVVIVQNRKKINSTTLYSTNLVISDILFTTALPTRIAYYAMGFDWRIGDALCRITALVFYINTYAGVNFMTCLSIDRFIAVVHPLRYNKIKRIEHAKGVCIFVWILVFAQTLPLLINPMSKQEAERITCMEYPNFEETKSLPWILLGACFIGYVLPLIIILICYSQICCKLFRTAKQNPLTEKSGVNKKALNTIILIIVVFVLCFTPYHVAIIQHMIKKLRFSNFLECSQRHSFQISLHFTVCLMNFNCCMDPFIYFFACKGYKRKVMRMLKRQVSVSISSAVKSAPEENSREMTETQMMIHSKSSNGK
Mdm2 MdmX PPI: human Mdm2/MdmX binding inhibition | SaOS-2 split-luciferase Mdm2/MdmX complementation, luminescence | AID 485346 | 330,000 compounds, 3% hits | inhibition, % at 8 µM | O15151+Q00987;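 active = inhibition of at least 50% at 8 µM in the primary screen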
Starred values were filed as active, the others as inactive; x = no result given; & = joins results of further samples. Only part of the results is shown. The share of hits here may be higher or lower than overall.

SMILES | CHOP UPR activ | APJ antag | XBP1 UPR activ | APJ agonist | CXCR6 inh | tim23-1 inh | CCR6 antagonist | EBI2 antag | Mdm2 MdmX PPI
CC(=O)c1c(N2CCCC2)nc(=S)n(-c2ccccc2)c1C | 0.2 | 2 | -2 | 1 | -4 | 6 | 9 | -12 | -12
COc1ccc(S(=O)(=O)N2CCN(C3CCCCCCC3)CC2)cc1 | -2.0 | 8 | -3 | -2 | -7&-2 | 8 | 28&13 | 7&-1 | -10
CCN(CC)c1ccc(C=C(c2nnnn2-c2ccc(C)cc2)c2nnnn2-c2ccc(C)cc2)cc1 | 0.3 | -16 | -3 | -3 | 4 | 18 | 26 | 6 | -50
O=C(COC(=O)c1cccc(S(=O)(=O)N2CCOCC2)c1)Nc1ccc(Cl)cn1 | -1.1 | 17 | -1 | -2 | 2 | 22 | 2 | 0 | 5
COc1ccc(S(=O)(=O)N(Cc2cc3ccc(OC)cc3[nH]c2=O)CC2COCCO2)cc1 (configuration not stated) | 3.5 | 1 | 0 | -1 | 3 | 12 | 9 | 2 | -21
COc1ccc(-c2cc(C(F)(F)F)n3nc(C(=O)N4CCCCC4)cc3n2)cc1OC | 0.6 | -21 | 2 | 0 | 4 | 30 | -12 | 8 | 20
O=C(O)/C(=C\c1ccc(Cl)cc1)c1ccc(F)cc1 | -0.9 | -31 | 3 | -1 | -8 | 8 | -1 | -7 | 8
Cc1cccn2c(=O)c3cc(C#N)c(=NC(=O)c4ccccc4)n(Cc4ccco4)c3nc12 | 2.0 | 16 | -1 | 1 | 5&10 | -1 | 21&17 | -3&-9 | -6
COCCn1c(SCC(=O)Nc2cc(C)cc(C)c2)nc2ccccc2c1=O | -0.8 | 1 | -7 | -4 | 3 | 8 | 6 | 10 | 6
CCOC(=O)OC(C)OC(=O)[C@@H]1N2C(=O)[C@@H](NC(=O)[C@H](N)c3ccccc3)[C@H]2SC1(C)C (some centres not stated) | -0.3 | -8 | -5 | 0 | 7 | -8 | 4 | -3 | 19
Cc1ccc(NS(=O)(=O)c2ccc(C)c(NC(=O)COc3ccc4ccccc4c3)c2)c(C)c1 | -2.4 | -32 | -5 | 1 | -11 | 30 | -9 | 12 | 37
CN(C)S(=O)(=O)c1cccc(NC(=O)COC(=O)CNC(=O)c2cccc([N+](=O)[O-])c2)c1 | 2.6 | -5 | -1 | -2 | 2 | 5 | 4 | -11 | -20
CC1(C)SC2c3ccccc3C(=O)N2[C@@H]1C(=O)NCc1ccco1 (some centres not stated) | 3.4 | 5 | -3 | 1 | 6 | 19 | 7 | 8 | 6
Cc1ccccc1C(=O)NC(CC(C)C)C(=O)NCC(C)(C)N1CCOCC1 (configuration not stated) | -0.3 | -5 | 1 | -3 | 2 | 4 | 11 | -24 | -11
O=C1c2ccccc2C(=O)N1CCCc1nc(-c2cccnc2)no1 | -0.3 | -8 | 2 | 0 | 8 | 9 | -8 | -11 | 1
c1ccc2c(c1)Nc1ccncc1S2 | 4.2 | -5 | 6 | 5 | -9 | -2 | -4 | -12 | 50
Cc1nc2nc(-c3ccc(Cl)cc3)[nH]n2c(=O)c1Cc1ccccc1 | 6.3 | 4 | -3 | 2 | -2 | -11 | 2 | -4 | 6
CC(C)(C)C(=O)c1cn(CC(=O)NCc2ccc3c(c2)OCO3)c2ccccc12 | 2.1 | 0 | 1 | 2 | -3 | 6 | -3 | 12 | -25
CC(OC(=O)CC(C)c1ccccc1)C(=O)Nc1ccc(Cl)cn1 (configuration not stated) | 0.0 | 26 | -3 | -7 | 3 | 36 | 14 | -4 | 3
O=C(Nc1c(-c2ccccc2)nc2ncccn12)c1cc2ccccc2oc1=O | 0.4 | 3 | -1 | -4 | -1 | 13 | 0 | 2 | 16
C=CCOn1c(=O)c(-c2cc3ccccc3o2)[n+]([O-])c2ccccc21 | 4.5 | 10 | 4 | -7 | 7 | 28 | -8 | 5 | -5
CCOC(=O)c1cccc(N2C(N)=NC(N)=NC2(C)C)c1 | -2.2 | -14 | 0 | 2 | 4 | -9 | -3 | 4 | 20
Cc1ccc(Cn2nnc3c(=O)n(CC(=O)NCc4ccco4)cnc32)cc1 | -0.4 | 10 | -1 | 0 | -4 | 12 | -1 | 0 | 8
O=C(O)CCC(=O)Nc1ccccc1C(=O)NCCc1ccccc1 | 5.0 | -12 | 0 | -4 | -9 | -1 | 0 | -18 | -25
CC1CCCC(NC(=O)COC(=O)c2ccc([N+](=O)[O-])s2)C1C (configuration not stated) | 1.5 | -14 | 3 | 3 | -23 | -21 | -1 | -8 | -4
CC(=O)Nc1ccc(S(=O)(=O)N2CCN=C2C)cc1 | -1.7 | 7 | -1 | 1 | -3 | 7 | 12 | -8 | 3
O=C(Nc1cc(C(F)(F)F)ccc1Cl)c1ccncc1 | -0.5 | -1 | -1 | 1 | -5 | 19 | 1 | -2 | -2
Cc1ccc(S(=O)(=O)N(C)C)cc1NC(=S)N(CCC#N)Cc1cccnc1 | 1.0 | -6 | 2 | -3 | -1 | 3 | -2 | 10 | -18
O=C(NCCCNC(=O)c1ccc(Cl)cc1Cl)c1ccccn1 | -0.2 | 8 | 3 | 1 | 6 | 14 | 5 | -1 | 1
CCCn1cnc2scc(-c3ccc(C)c(C)c3)c2c1=O | 0.2 | 6 | 0 | 2 | 5 | 29 | 9 | 0 | 21
CCC1CCCCN1CCCNC(=O)COc1cc(=O)n(C)c2ccccc12 (configuration not stated) | -2.8 | -9 | -2 | -2 | -6 | 12 | -10 | -4 | 6
CN(C)c1ccc(/C=C(\NC(=O)c2ccccc2)C(=O)N/N=C/c2ccc(C(=O)O)cc2)cc1 | 1.0 | 0 | -2 | -1 | 0 | 15 | 16 | 3 | 5
O=C(NCc1ccccc1)c1cccc(OCC(=O)N2CCN(C(=O)c3ccco3)CC2)c1 | -1.1 | 14 | 3 | -3 | 8 | -10 | 4 | 6 | -5
COc1ccccc1-n1c(C)nnc1SCC(=O)Nc1cc(C)cc(C)c1 | -1.0 | -9 | -1 | -5 | -1 | 9 | -5 | -12 | -20
COc1cc(NC(=O)c2ccc(C)cc2C)ccc1NC(=O)c1cccs1 | 4.2 | -18 | 2 | 4 | 10 | -1 | 8 | -9 | -1
O=C(CSCc1ccc(F)cc1)NCc1cccs1 | 1.1 | -5 | -1 | 0 | 8 | 5 | 9 | 3 | 9
Cc1c(-c2ccccc2)[n+](=O)c(-c2ccc(Cl)cc2)c(C)n1[O-] | 0.7 | 7 | -3 | -1 | 2 | -4 | -4 | -10 | 3
O=C(NCCCc1ccccc1)N1CCOCC1 | 2.3 | -5 | 1 | -2 | -3 | 10 | 0 | -5 | 22
O=C(Cn1cnc2cc(Cl)ccc2c1=O)Nc1ccc2c(c1)OCO2 | 0.1 | 23 | -2 | -2 | -3 | -6 | 18 | 1 | 2
O=C(CNS(=O)(=O)/C=C/c1ccccc1)OCC(=O)N1CCC(Cc2ccccc2)CC1 | 3.2 | -5 | 2 | 1 | -8 | -13 | 1 | 2 | 24
Cc1cc(CN(C)Cc2cn(C)nc2-c2ccc(Oc3ccccc3)cc2)on1 | 0.1 | -1 | -3 | -1 | -3 | 39 | 6 | 12 | 10
COC(=O)[C@@H]1CC[C@H](C)[C@@H](c2ccc(C)cc2)N1C(=O)c1ccc(/C=N/O[C@@H](C)c2cn([C@H](CO)Cc3ccccc3)nn2)cc1 | 13 | -5 | -3 | 2 | x | 1 | x | x | 88*
Cn1ncc(Br)c1C(=O)N/N=C/c1ccc(OS(=O)(=O)c2ccccc2)cc1 | 0.9 | -6 | -1 | 0 | -3 | 30 | -1 | 24 | 23
COC(=O)c1ccc(C(=O)OC)c(NS(=O)(=O)c2ccc(NC(C)=O)cc2)c1 | 0.7 | -16 | 3 | -5 | 3 | 12 | 14 | -1 | 12
CCc1c(C(=O)NNC(=S)Nc2ccc(S(=O)(=O)Nc3ncccn3)cc2)csc1C | 0.3 | 34 | -2 | -9 | 23 | 3 | 34 | 6 | 1
Cc1cc(C)cc(Nc2cnn(C34CC5CC(CC(CC(=O)O)(C5)C3)C4)c(=O)c2Cl)c1 | -1.4 | -33 | -3 | 4 | -3 | 0 | -2 | -12 | 17
CCNc1nc(OC)nc(N(OC)S(=O)(=O)c2ccc(C)cc2)n1 | 1.8 | -1 | -5 | 0 | 9 | 10 | 15 | -5 | -1
O=C(CSc1ncccn1)Nc1cccc(S(=O)(=O)N2CCOCC2)c1 | 1.6 | -3 | -4 | -1 | -2 | 12 | -1 | 2 | 20
O=C(CSc1nnc(-c2ccncc2)n1Cc1ccccc1)NCCc1ccccc1 | -2.6 | 21 | -2 | -2 | 12 | 11 | 11 | 53* | 24
CCOC(=O)c1cc(C)sc1NC(=O)C(c1ccccc1)c1ccccc1 | 1.3 | 17 | 0 | -3 | 10 | 6 | 10 | 6 | 15
N#Cc1ccccc1COC(=O)c1cccc(S(=O)(=O)N2CCCC2)c1 | 0.6 | 8 | -1 | 2 | 25 | 18 | 9 | 16 | -7
Cc1[nH]c(=O)[nH]c(=O)c1Sc1ccccc1[N+](=O)[O-] | -2.6 | 1 | -4 | -2 | 4 | 13 | 13 | 6 | 22
Cc1c(C(=O)NCc2cccs2)oc2ccc(Br)cc12 | 2.6 | 5 | 2 | 0 | 2 | 22 | 3 | 15 | -6
Cc1ccccc1Cn1cc(NC(=O)c2cc3nc(-c4ccco4)cc(C(F)(F)F)n3n2)cn1 | -1.4 | 20 | -3 | 1 | 4 | 7 | 12 | 6 | 0
CC(C)(CNc1ccc(C(F)(F)F)cc1[N+](=O)[O-])N1CCOCC1 | 0.8 | -32 | -1 | -5 | 9 | 32 | 26 | -11 | 6
COc1nc(Nc2ccc([N+](=O)[O-])cc2)nc(NC(C)C)n1 | 3.3 | 0 | 2 | 2 | -1 | 13 | 5 | 8 | 43
CN(C(=O)NC1CCCCC1)c1ccccc1 | 3.0 | 0 | -4 | -3 | 0 | -2 | 4 | -2 | 2
O=C(C(=O)N1CCCc2ccccc21)N1CCCc2ccccc21 | 0.0 | -11 | -2 | -3 | -9 | 34 | -3 | -3 | -16
CCCCNC(=S)N/N=C1\CCCCc2ccccc21 | 0.3 | -2 | 1 | -6 | 38* | 37 | 47 | 7 | -37
CC1CC(C)CN(C(=O)CNC(=O)Cn2ccc3ccccc3c2=O)C1 (configuration not stated) | -1.0 | 15 | 0 | -4 | 5 | 0 | -7 | -1 | -27

Part of the list above, limited to tim23-1 inh, APJ antag and CCR6 antagonist:
smiles,tim23-1 inh,APJ antag,CCR6 antagonist
CCCCNC(=S)N/N=C1\CCCCc2ccccc21,37,-2,47
CC1CC(C)CN(C(=O)CNC(=O)Cn2ccc3ccccc3c2=O)C1 (configuration not stated),0,15,-7

Screening data: PubChem BioAssay, Sanford-Burnham Center for Chemical Genomics
